NTR1 ag – NTR1-driven beta-arrestin-GFP spot formation – imaging, U2OS cells, high content, primary screen (AID 493036) | P30989 | agonist mode | activation, % at 20 µM | hit rate 0.17% among 330,000;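 active = activation at or above 40% of the spot to cytoplasm intensity ratio, with at least 20 cells analyzed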;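 note: 0% = DMSO without peptide and 100% = 100 nM NTR1 peptide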
Target sequence (P30989 whole entry, looked up): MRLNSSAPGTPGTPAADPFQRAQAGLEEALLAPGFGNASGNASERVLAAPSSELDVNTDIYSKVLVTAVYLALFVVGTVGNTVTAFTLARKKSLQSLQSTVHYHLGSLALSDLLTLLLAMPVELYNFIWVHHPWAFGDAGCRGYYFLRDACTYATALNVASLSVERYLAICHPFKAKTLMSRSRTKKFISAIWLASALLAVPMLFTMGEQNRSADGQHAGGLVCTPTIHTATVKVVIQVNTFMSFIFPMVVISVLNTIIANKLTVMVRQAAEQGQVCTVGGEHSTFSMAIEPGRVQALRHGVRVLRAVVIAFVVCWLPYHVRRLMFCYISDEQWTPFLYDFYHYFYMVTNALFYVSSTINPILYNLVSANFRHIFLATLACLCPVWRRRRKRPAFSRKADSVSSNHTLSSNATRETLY
GPR55 LPI antagonism – GPR55 antagonists blocking LPI-driven arrestin recruitment, primary screen, imaging, U2OS, beta-arrestin-GFP, LPI agonist (AID 2013) | U2OS GPR55 beta-arrestin-GFP translocation imaging, LPI antagonism; higher % means a stronger effect | inhibition, % at 10 µM; hits with a dose series show IC50 in µM | hit rate 0.13% among 290,000;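 active = spots per cell inhibited over 60%, with over 100 cells counted and total cytoplasm intensity under 500,000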;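 note: U2OS cells stably carrying GPR55 and arrestin-GFP stimulated by 5 µM LPI near EC80; imaged beta-arrestin-GFP aggregate spots per cell after agonist stimulation; plate controls were LPI-stimulated DMSO wells for no effect and DMSO wells without LPI for full effect; some results filed as inactive read as strong as hits; confirmed hits need IC50 under 10 µM and bright autofluorescent wells are also inconclusive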
Dengue-2 NS5 capping – Dengue-2 NS5 methyltransferase inhibitors, primary screen, biochemical, confirmation dose response (AID 588689) | inhibition, % at 25 µM, or IC50 in µM where a hit was titrated | Dengue-2 NS5 methyltransferase capping enzyme assay, biochemical; higher % means a stronger effect | hit rate 0.3% among 340,000; in the data active = a potency from the dose series
AID2073 – disruptors of CaV2.2 binding to Mint1 – biochemical, HTRF (AID 2073) | inhibition, % at 20 µM, or IC50 in µM where a hit was titrated | HTRF protein-protein interaction, Mint1-CaV2.2; higher % means a stronger effect | hit rate 0.19% among 290,000; in the data active = inhibition mostly above about 51%, no sharp cut-off; note: some results filed as inactive read as strong as hits
MgcRacGAP inhibition – MgcRacGAP GTPase-activating activity inhibitors, confirmation, biochemical, ADP Hunter fluorescence | MgcRacGAP-stimulated Rac1 GTP hydrolysis, ADP Hunter fluorescence; higher % means a stronger effect; GST-tagged Rac1 F28L mutant substrate | hit rate 0.6% among 340,000 | inhibition, % at 30 µM; hits with a dose series show IC50 in µM;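 active = first-screen hits whose inhibition reached a set limit at any dose in the follow-up dose series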;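 note: fluorescence reports GDP produced by GAP-driven GTP hydrolysis; strong numbers were not always called active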
Yfh1-off respiration – mitochondrial function rescue without frataxin homolog – Friedreich's ataxia, plus single-dose screen, dose response (AID 1465); fold induction at 50 µM, or EC50 in µM where a hit was titrated; hit rate 0.074% among 220,000; S. cerevisiae Yfh1-off respiration, WST-1 reduction, 72 h; higher fold induction means a stronger effect;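 active = fold induction of absorbance versus untreated yeast above a set limit, then at least 30% activation at any dose in follow-up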;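 note: activators that raise dye reduction in frataxin-depleted yeast; strong numbers were not always called active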
Large T inhibition – TAg ATPase/helicase activity blockers – biochemical (AID 1903). SV40 large T antigen ATPase/helicase inhibition assay; higher % means a stronger effect. hit rate 0.39% among 310,000. inhibition, % at 20 µM, or IC50 in µM where a hit was titrated; in the data active = a potency from the dose series; note: strong numbers were not always called active
GPR35 arrestin U2OS – inhibition of zaprinast-stimulated GPR35 beta-arrestin translocation – imaging, U2OS, beta-arrestin-GFP, zaprinast agonist, primary screen (AID 2058); U2OS GPR35 beta-arrestin-GFP translocation imaging, zaprinast antagonism; higher % means a stronger effect; one-dose inhibition, % at 10 µM; IC50 in µM for titrated hits; hit rate 0.052% among 290,000;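 active = inhibition of at least 50% with at least 30 cells and total cytoplasm GFP at most 10,000,000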
GPR55 beta-arrestin – selective activators of receptor GPR55 – imaging, U2OS cells, beta-arrestin-GFP redistribution, primary screen (AID 1961). U2OS GPR55 beta-arrestin-GFP redistribution imaging; higher % means a stronger effect. one-dose activation, % at 10 µM; EC50 in µM for titrated hits. hit rate 0.048% among 290,000;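 active = activation above 40% with more than 50 cells counted in the well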;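 note: U2OS osteosarcoma cells stably expressing GPR55 and beta-arrestin-GFP; plate controls were DMSO negative control for no effect and LPI positive control for full effect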
NTR1 ag cell count 20 µM – further read-out of NTR1 ag, marked with its call; cell count; measured here: cell count, cytotoxicity flag
* hit, by the source's call; i = inactive; / = not tested or not shown; & = joins results of further samples.

SMILES	NTR1 ag	NTR1 ag cell count 20 µM	GPR55 LPI antagonism	Dengue-2 NS5 capping	AID2073	MgcRacGAP inhibition	Yfh1-off respiration	Large T inhibition	GPR35 arrestin U2OS	GPR55 beta-arrestin
Cc1nnc(N/N=C/c2ccc(O)c([N+](=O)[O-])c2)[nH]c1=O	1.5	59	-1%	-2%	18%	-1%	i	11%	-3%	-0.3%
COC(=O)c1cc(OC)c(OC)cc1NC(=O)Cc1ccccc1[N+](=O)[O-]	-0.6	57	14%	-2%	-4%	-5%	i	-5%	4%	-0.1%
CC(NC(=O)c1cc2c(=O)n(C)c3ccccc3c2n1C)c1ccc2c(c1)OCCO2 (stereo unspecified)	5.3	52	/	-5%	/	4%	i	/	/	/
c1cnc(N2CCN(Cc3ccc4c(c3)OCO4)CC2)cn1	0.2	45	8%	-7%	9%	-3%	i	8%	-6%	0.7%
N#CCSc1ccsc1C(=O)Nc1ccc(F)cc1	0.9	59	3%	1%	-6%	10%	i	17%	8%	-0.4%
COc1cc(C(=O)N2CCC(c3nc(-c4cccnc4)no3)CC2)cc(OC)c1OC	-0.4	87	-1%	-16%	1%	0%	i	2%	-4%	-0.2%
Cc1ccccc1CN1CCCC(C(=O)Nc2ccccc2Oc2cccnc2)C1 (stereo unspecified)	-0.1	50	1%	-4%	13%	6%	/	-2%	2%	-0.1%
COc1ccc2c(c1)O[C@H](c1ccc3c(c1)OCO3)[C@@H](O)C2=O	0.3	63	-7%	-5%	2%	2%	i	7%	-10%	0.6%
CCOc1ccccc1OCCOCCOc1ccccc1[N+](=O)[O-]	0.3	57	10%	-1%	46%	-1%	i	25%	-13%	0.3%
O=C(CO/N=C/c1cccc([N+](=O)[O-])c1)NC1CCCCC1	-0.3	92	-6%	2%	-5%	-9%	i	12%	9%	0.5%
CC(=O)OCC(OC(C)=O)C(OC(C)=O)C(OC(C)=O)C(=O)Nc1ccc(C)cc1C (stereo unspecified)	1.2	74	-6%	-1%	18%	-6%	i	1%	-1%	-0.2%
COCCn1c(N)c(N(Cc2ccccc2)C(=O)CSCC(=O)Nc2ccc(OC)cc2)c(=O)[nH]c1=O	-0.9	58	/	0%	/	4%	/	6%	/	/
CC(=O)Nc1cccc2c1C(=O)NC2=O	0.2	58	-7%	-4%	5%	6%	i	4%	-1%	-0.2%
CC(C)(C)C(=O)N1CCN(c2c(Cl)cccc2[N+](=O)[O-])CC1	2.3	55	7%	4%	-1%	-4%	i	24%	1%	0.1%
C#CCSc1nc(C)cc(C(=O)OCC)c1C#N	1.0	51	-10%	5%	-1%	6%	i	19%	0%	-0.2%
CCn1c(CSc2nnc(-c3ccc4c(c3)OCO4)o2)nc2cc(S(=O)(=O)N(C)C)ccc21	2.8	85	10%	-2%	12%	2%	i	7%	5%	0.2%
C[C@H]1CC[C@@]2(O[C@H](CCO)C[C@H](O)[C@H]2O)O1	3.0	96	/	-1%	/	7%	i	8%	/	/
Cc1ccc(NC(=O)c2cc(S(=O)(=O)N3CCCC3)c[nH]2)c(C)c1	1.3	61	10%	-1%	8%	5%	/	/	-10%	-0.1%
O=C(O)C1CCCCC1C(=O)Nc1ccc(S(=O)(=O)N2CCCCC2)cc1 (stereo unspecified)	-0.1	44	10%	-2%	13%	3%	/	7%	-11%	-0.1%
O=S(=O)(Nc1nc2ccccc2nc1NCc1ccco1)c1cccs1	0.0	64	-7%	-7%	9%	0%	i	-5%	2%	-0.1%
COCCN(C(=S)Nc1ccccc1C)C(C)c1cccs1 (stereo unspecified)	2.9	45	8%	4%	-18%	1%	i	13%	3%	-0.2%
CC(C)c1ccc(NC(=O)C2CCN(S(=O)(=O)c3ccc4c(c3)NC(=O)CO4)CC2)cc1	4.1	56	8%	-11%	44%	6%	/	18%	12%	0.0%
O=C(COC(=O)/C=C/c1ccc(C(F)(F)F)cc1)NC1CCS(=O)(=O)C1 (stereo unspecified)	-0.7	53	/	-4%	/	4%	/	6%	/	/
Cc1ccc(NC(=O)CNC(=O)c2ccco2)nc1	0.8	73	8%	5%	10%	10%	/	5%	-1%	-0.1%
CN(C)S(=O)(=O)c1ccc(NC(=O)CSc2ncnc3ccccc23)cc1	-1.5	50	-17%	-6%	-5%	4%	i	0%	8%	-0.2%
CCN(CC)S(=O)(=O)c1ccc(OC)c(NC(=O)C2CC(=O)N(c3ccc(C)cc3)C2)c1 (stereo unspecified)	-1.1	41	-1%	-8%	8%	-2%	i	2%	-17%	-0.1%
Cc1ccc(S(=O)(=O)Nc2ccc(C(=O)N3CCN(c4ccccc4O)CC3)cc2)cc1[N+](=O)[O-]	0.2	66	/	-6%	/	4%	/	16%	/	/
Cn1c(C(=O)N2CCCC(C(=O)c3ccc(C(F)(F)F)cc3)C2)cc(=O)n(C)c1=O (stereo unspecified)	0.4	43	19%	-4%	5%	5%	i	8%	4%	-0.1%
COc1cccc(C2=NOC(C(=O)Nc3cccnc3Cl)C2)c1OC (stereo unspecified)	1.3	84	12%	/	-4%	-1%	i	6%	-9%	-0.2%
CCNC(=S)N/N=C1\CCCCc2ccccc21	-0.3	53	-5%	-3%	-13%	-1%	i	10%	8%	-0.2%
O=P1(Nn2cnnc2)C=C(c2ccccc2)OC(c2ccccc2)=C1	2.5	58	-22%	-3%	0%	2%	i	0%	-4%	-0.1%
COc1cc(OC)c(OC)cc1/C=N/NC(=O)c1cnccn1	-1.2	44	-16%	/	0%	9%	i	0%	0%	0.2%
COc1ccc(N2CCCC2)c(NC(=O)COc2ccccc2Cl)c1	23	63	8%	-3%	-2%	13%	/	21%	8%	-0.2%
COc1ccc(OC)c(S(=O)(=O)Nc2ccc(O)c3ccccc23)c1	0.4	31	13%	7%	-59%	3%	i	26%	6%	-0.2%
COC(=O)c1ccc(C(=O)OC)nc1	1.3	93	20%	-11%	2%	7%	i	2%	3%	-0.1%
COc1ccc(N2CCN(C(=O)CN(Cc3ccc(Cl)cc3)S(C)(=O)=O)CC2)cc1	-1.2	84	31%	-14%	0%	17%	i	7%	17%	-0.1%
CC(C)CC(COCc1ccc(C(F)(F)F)cc1)N1CCN(C(=O)c2ccc(C(F)(F)F)cc2)CCC1=O (stereo unspecified)	8.4	52	7%	-6%	36%	7%	i	14%	10%	-0.3%
Cc1ccc(S(=O)(=O)N2CCN(C(=O)CCC(=O)OCC(=O)Nc3cccc(C#N)c3)CC2)cc1	-0.9	74	-7%	-3%	4%	5%	i	1%	-7%	-0.3%
Cc1ccc(S(=O)(=O)N2CCN(S(=O)(=O)N3CCC(C)CC3)CC2)cc1C	-0.7	49	8%	-2%	14%	9%	/	2%	5%	0.4%
COc1ccc(S(=O)(=O)NCCSC(C)(C)C)cc1	0.1	86	-10%	-2%	6%	3%	i	0%	3%	-0.1%
CN(C)CCOC(=O)Cc1ccc(Cl)cc1	-0.1	63	0%	0%	3%	2%	i	1%	-16%	-0.2%
C/C(=N\Nc1cccc(C(F)(F)F)c1)c1ccc(O)cc1	4.4	63	-2%	-4%	-11%	21%	i	11%	12%	1.0%
CN1CCN(/N=C/c2ccc(C#N)cc2)CC1	-0.9	103	9%	-8%	-5%	2%	i	5%	-2%	-0.3%
Cn1c(=O)n(C/C=C/c2ccccc2)c(=O)c2c1nc1n2CCCN1Cc1ccccc1	6.7	50	12%	1%	14%	6%	i	10%	0%	0.1%
O=c1cnnc(Nc2ccc(Cl)c(C(F)(F)F)c2)[nH]1	0.5	38	-11%	-10%	3%	10%	i	0%	-5%	0.7%

Structures from the list above containing a furan ring, fused or not (2):
SMILES	NTR1 ag	NTR1 ag cell count 20 µM	GPR55 LPI antagonism	Dengue-2 NS5 capping	AID2073	MgcRacGAP inhibition	Yfh1-off respiration	Large T inhibition	GPR35 arrestin U2OS	GPR55 beta-arrestin
O=S(=O)(Nc1nc2ccccc2nc1NCc1ccco1)c1cccs1	0.0	64	-7%	-7%	9%	0%	i	-5%	2%	-0.1%
Cc1ccc(NC(=O)CNC(=O)c2ccco2)nc1	0.8	73	8%	5%	10%	10%	/	5%	-1%	-0.1%

(continued)
SMILES	NTR1 ag	NTR1 ag cell count 20 µM	GPR55 LPI antagonism	Dengue-2 NS5 capping	AID2073	MgcRacGAP inhibition	Yfh1-off respiration	Large T inhibition	GPR35 arrestin U2OS	GPR55 beta-arrestin
O=C(CSc1c[nH]c2ccccc12)NC1CCCC1	0.5	58	2%	-3%	1%	9%	/	5%	8%	0.3%
O=C(CSCc1ccccc1)NNc1c(F)c(F)cc(F)c1F	-1.4	116	-3%	-7%	7%	6%	/	3%	1%	-0.1%
CC(C(=O)O)N(c1ccccc1Cl)S(C)(=O)=O (stereo unspecified)	-0.4	93	/	-4%	/	4%	/	14%	/	/
O=C1CN(C(=O)c2cccc(Br)c2)c2ccccc2N1	-1.0	55	-1%	-9%	-4%	-5%	/	8%	-9%	0.3%
COc1ccc(NC(=S)N2CCCCC2c2cccnc2)cc1 (stereo unspecified)	0.0	60	-7%	-4%	-9%	7%	i	15%	-7%	-0.1%
Cc1ccc(NS(=O)(=O)c2ccc(-n3cccn3)cc2)c(C)c1	2.2	91	7%	4%	-2%	9%	/	11%	-24%	-0.1%
COc1ccc(NC(=O)c2sc(SC)nc2N)cc1	-0.6	56	5%	-3%	5%	-1%	i	3%	-13%	-0.1%
Cc1ccc(C)c(NC(=O)CCC(=O)NNC(=S)Nc2ccccc2)c1	0.6	85	16%	-9%	-13%	8%	i	14%	-2%	1.2%
Cc1ccccc1OCC(=O)NNC(=O)Cc1ccc(S(=O)(=O)N2CCOCC2)s1	-0.9	59	/	3%	/	3%	/	17%	/	/
Cc1cc(=O)oc2cc(OS(C)(=O)=O)ccc12	-0.4	78	8%&8%	2%	7%&3%	-4%	i	8%	-1%&-13%	-0.2%&-0.2%
COc1ccc(C2(C)CC(=O)NC2=O)cc1 (stereo unspecified)	2.1	80	2%	-9%	-9%	6%	/	2%	4%	-0.1%
O=[N+]([O-])c1ccccc1S(=O)(=O)N1CCCCC1	/	/	16%	-5%	-3%	4%	i	6%	7%	0.2%
Cc1ccc(-c2csc(-c3cc(C)on3)n2)cc1	0.5	57	-8%	-5%	5%	2%	i	5%	17%	0.3%
COC(=O)c1cnc(Oc2ccc(NC(=O)NC(=O)c3c(F)cccc3Cl)cc2)cc1C(F)(F)F	7.5	45	2%	7%	-8%	0%	i	-26%	10%	0.0%
Cc1ccc(O)c(NC(=O)c2noc3c2CCCCC3)c1	1.4	39	-8%	-1%	-1%	5%	i	9%	14%	0.5%
CC(=O)c1c(C)oc2ccc(N(C(C)=O)S(=O)(=O)c3cccc4cccnc34)cc12	1.6	60	6%	0%	5%	5%	i	11%	-3%	0.4%
Cc1ccc(-c2nnc(CSc3nc(C)nc4sc(C)c(C)c34)o2)cc1	8.7	55	9%	/	8%	/	i	/	-1%	-0.2%
COc1ccc(N2CC(NC(=O)N3CCN(c4ccccc4)CC3)CC2=O)cc1 (stereo unspecified)	0.5	64	0%	8%	9%	9%	i	22%	1%	-0.2%

Bioassay records as filed in PubChem BioAssay.
